IP6K1 inh: Primary qHTS assay for small molecule inhibitors of Inositol hexaphosphate kinase 1 (IP6K1); 140,000 compounds, 0.81% hits; IP6K1 kinase, ADP-Glo luminescence, 2 h; stronger effect = lower value; Inositol hexakisphosphate kinase 1 (Homo sapiens), Q92551; activity change, % (series mostly up to about 58 µM); in the data active = activity change below about -25%
Target sequence (Q92551 whole entry, looked up): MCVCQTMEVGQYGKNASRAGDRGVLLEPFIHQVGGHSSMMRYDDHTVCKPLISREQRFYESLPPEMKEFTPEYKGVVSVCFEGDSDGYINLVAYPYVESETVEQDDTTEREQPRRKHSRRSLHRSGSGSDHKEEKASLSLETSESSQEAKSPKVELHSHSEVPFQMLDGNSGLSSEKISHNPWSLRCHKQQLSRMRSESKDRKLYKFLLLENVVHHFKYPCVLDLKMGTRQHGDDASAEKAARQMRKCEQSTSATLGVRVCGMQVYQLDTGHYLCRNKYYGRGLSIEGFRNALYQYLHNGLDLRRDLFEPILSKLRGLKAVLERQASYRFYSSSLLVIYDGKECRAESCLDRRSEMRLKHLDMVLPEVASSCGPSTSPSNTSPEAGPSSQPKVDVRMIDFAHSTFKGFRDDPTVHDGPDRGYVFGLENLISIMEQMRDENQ
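ADP-Glo luminescence measures ADP made by human IP6K1 during a 2 h RT reaction with ATP/IP6 (mix at 1.3 mM/130 uM); top library doses 57.5 and 19.1 uM final.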
SNCA expr inhib: Primary qHTS assay for inhibitors of alpha-synuclein gene (SNCA) expression; HEK-293 SNCA-luciferase knock-in, luminescence, 24 h; Potency, µM (top dose mostly 57.2 µM), inactives show top-dose activity change, negative = inhibition, most hits filed as inhibitors; 140,000 compounds, 0.17% hits;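 note: potency is the fitted concentration of half-maximal effect; plate controls were DMSO cells for no effect and cell-free wells for full effect; nearly all actives have a fitted effect of over 45% in size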
GPT2 inhibitor: Primary qHTS assay for inhibitors of Glutamate pyruvate transaminase 2 (GPT2) | Alanine aminotransferase 2 (Homo sapiens), Q8TD30 | Recombinant GPT2, coupled pyruvate oxidase/HRP Amplex Red fluorescence | Potency, µM (doses to about 57.7 µM), for inactives: at the top dose activity change, negative = inhibition, most hits filed as inhibitors | 100,000 compounds, 0.25% hits; note: potency is the fitted concentration of half-maximal effect; nearly all actives have a fitted effect of over 60% in size; many of its hits are not listed in these tables
Target sequence (Q8TD30 whole entry, looked up): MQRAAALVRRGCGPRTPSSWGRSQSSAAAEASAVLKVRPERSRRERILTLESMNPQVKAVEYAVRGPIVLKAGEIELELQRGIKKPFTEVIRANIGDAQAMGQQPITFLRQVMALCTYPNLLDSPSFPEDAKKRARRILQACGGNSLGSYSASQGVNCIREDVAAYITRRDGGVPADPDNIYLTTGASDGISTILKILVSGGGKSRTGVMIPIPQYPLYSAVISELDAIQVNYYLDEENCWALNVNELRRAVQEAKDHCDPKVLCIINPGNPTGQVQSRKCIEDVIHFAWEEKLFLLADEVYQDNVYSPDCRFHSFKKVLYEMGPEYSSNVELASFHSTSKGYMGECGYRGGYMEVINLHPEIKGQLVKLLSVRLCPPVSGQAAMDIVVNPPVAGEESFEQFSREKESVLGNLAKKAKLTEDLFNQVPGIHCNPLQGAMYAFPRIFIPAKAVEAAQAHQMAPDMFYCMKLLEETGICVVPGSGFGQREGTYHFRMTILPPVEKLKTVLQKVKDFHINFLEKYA
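Inhibition is scored from Amplex Red fluorescence generated when pyruvate oxidase and HRP act on pyruvate released by GPT2. Reactions contain 10ng/uL enzyme, 250uM a-KG and 2mM L-alanine and run 30 min at room temperature.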
HEK cytotox: Cytotoxic Profiling in HEK 293 Cell Line of Diverse Libraries Using Quantitative High-Throughput Screening; HEK 293 viability, ATP luminescence (CellTiter-Glo), 48-72 h; Potency, µM (doses to about 115 µM), for the others: at the highest dose activity change, negative = cytotoxicity, most hits filed as inhibitors; 94,000 compounds, 6.6% hits; AID 1345083, 2018; note: potency is the fitted concentration of half-maximal effect; nearly all actives have a fitted effect of over 60% in size
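Cells seeded first (HEK 293, 250 cells/well), then compound added by pintool. Incubation ran 48 or 72 hr at 37 degree Celsius. CellTiter-Glo was added and luminescence imaged after 10 min at room temperature.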
3T3 cytotox: Cytotoxic Profiling in NIH 3T3 Cell Line of Diverse Libraries Using Quantitative High-Throughput Screening. NIH 3T3 viability, CellTiter-Glo ATP luminescence, 48-72 h. Potency, µM (series often up to 96.7 µM), for inactives: at the highest dose activity change, negative = cytotoxicity, hits mostly inhibitors. 94,000 compounds, 4.3% hits; note: potency is the fitted concentration of half-maximal effect; nearly all actives have a fitted effect of over 55% in size
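Cells were seeded at 400 per well, treated with pin-transferred compound, and kept 48 or 72 hr at 37 °C before CellTiter-Glo addition and luminescence imaging of cellular ATP.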
HEK293 viab: GF-AFC viability counterscreen for inhibitors of alpha-synuclein gene (SNCA) expression; 150,000 compounds, 0.12% hits; Potency, µM (highest dose often 57.1 µM), without a hit: top-dose activity change, negative = cytotoxicity, usual class: cytotoxic; HEK-293-SNCA-luc viability, GF-AFC fluorescence, 24 h;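 note: potency is the fitted concentration of half-maximal effect; 0% = DMSO-treated cells and -100% = medium-only wells without cells; nearly all actives have a fitted effect of over 30% in size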
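HEK-293-SNCA-luc cells (1500/well) plated 24 h, then exposed 24 h to a dilution series; GF-AFC added 30 min at 37C, fluorescence 405/540 nm; normalised to medium-only and DMSO wells, Hill fit.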
FLuc inh: Firefly luciferase inhibition profiling of diverse chemical library using quantitative high-throughput screening. purified P. pyralis luciferase, luminescence, biochemical. Luciferin 4-monooxygenase (Photinus pyralis), P08659. AID 1347043, 2019. 76,000 compounds, 2.5% hits. Potency, µM (top dose mostly 115 µM), without a hit: top-dose activity change, negative = inhibition, usual class: inhibitors; note: potency is the fitted concentration of half-maximal effect; nearly all actives have a fitted effect of over 65% in size
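FLuc 10nM, D-luciferin 10uM, ATP 10uM, Mg acetate 10mM, Tris acetate pH 7.5, Tween/BSA; cpd qHTS; enzyme added last; CCD luminescence.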
An asterisk follows results filed as active; & = joins results of further samples; [ ] = dose if it differs, or a comment. Unless noted, calls come from the whole dose curve; as a rule, active = well fitted curve in the direction sought with a large enough effect; inconclusive = small, poorly fitted or top-dose-only effect, or another doubt; inactive = no such curve, though single readings can be large; an effect the other way counts as inactive or inconclusive. Unless noted, % is set by controls: 0 for no effect and ±100 for the full control effect.

What do the screens show for `COc1ccc2c(C)c(C(=O)N3CCOC(c4ccc(F)cc4)C3)oc2c1` (centres undefined)?
IP6K1 inh: 11.7; SNCA expr inhib: 9.2%; GPT2 inhibitor: -32.7%; HEK cytotox: inconclusive; 3T3 cytotox: inconclusive; HEK293 viab: 5.8%; FLuc inh: -10.7%

What do the screens show for `Cc1ccc(-c2nnc(C3CN(C(=O)c4cc(C)cc(C)c4)CC34CCOCC4)o2)cc1` (centres undefined)?
IP6K1 inh: 8.2; SNCA expr inhib: -8.5%; GPT2 inhibitor: 1.5%; HEK cytotox: inconclusive; 3T3 cytotox: -21.6%; HEK293 viab: inconclusive; FLuc inh: -2.3%

Results for CNC(=O)c1cn2c(n1)CN([S+](=O)([O-])c1c(C)noc1C)CC2 ?
IP6K1 inh: 7.9; SNCA expr inhib: -18.6%; GPT2 inhibitor: 1.7%; HEK cytotox: inactive; 3T3 cytotox: inactive; HEK293 viab: -3.0%

Results for O=C(NCCn1ccnc1-c1cc2n(n1)CCNC2)c1ccncc1 ?
IP6K1 inh: 6.9; SNCA expr inhib: -26.7%; GPT2 inhibitor: inactive; HEK cytotox: -2.4%; 3T3 cytotox: -4.3%; HEK293 viab: 4.6%; FLuc inh: 8.1%

Results for Cc1ccccc1CNCCCSc1nnnn1C ?
IP6K1 inh: 9.4; SNCA expr inhib: -10.3%; HEK293 viab: -16.3%

Results for Cc1ccc(CNC(=O)C2CCN(c3nc4ccccc4n(C)c3=O)CC2)cc1 ?
IP6K1 inh: -11.7; SNCA expr inhib: 1.2%; HEK293 viab: 11.5%

How did CC(C)CC(=O)N1CCCC(Cc2nc(C3CCOCC3)no2)C1 (centres undefined) do in these assays?
IP6K1 inh: 23.2; SNCA expr inhib: -1.8%; GPT2 inhibitor: -1.4%; HEK cytotox: -1.5%; 3T3 cytotox: -16.4%; HEK293 viab: 7.6%; FLuc inh: 2.3%

What do the screens show for `O=C(NCc1ccccc1)[C@@H]1Cc2nc[nH]c2CN1Cc1cccc(OC(F)(F)F)c1`?
IP6K1 inh: 2.5; SNCA expr inhib: inconclusive; GPT2 inhibitor: inactive; HEK cytotox: 70.8µM*; 3T3 cytotox: inconclusive; HEK293 viab: -8.2%[87.6 µM]; FLuc inh: -13.4%[172 µM]

Results for COc1ccc(NC(=O)C(=O)NCCc2ccc(OC)c(OC)c2)c(OC)c1 ?
IP6K1 inh: 19.7; SNCA expr inhib: inconclusive; HEK293 viab: -12.7%

What do the screens show for `CC(=O)Nc1ccc(S(=O)(=O)NC2(C(F)(F)F)C(=O)Nc3c2c(=O)[nH]c(=O)n3-c2ccc(C)cc2)cc1` (centres undefined)?
IP6K1 inh: 9.3; SNCA expr inhib: 9.4%; HEK293 viab: -0.1%

Results for CN(CC1CCOCC1)S(=O)(=O)c1ccccc1Cl ?
IP6K1 inh: -3.5; SNCA expr inhib: -15.7%; GPT2 inhibitor: -1.6%; HEK cytotox: -2.6%; 3T3 cytotox: -7.3%; HEK293 viab: 4.5%; FLuc inh: 11.5%

Results for Cc1ccc([S+](=O)([O-])NC[C@@H]2CC[C@H]3C[C@@H]2C3(C)C)cc1 ?
IP6K1 inh: 14.0; SNCA expr inhib: inconclusive; GPT2 inhibitor: inactive; HEK cytotox: inconclusive; 3T3 cytotox: inconclusive; HEK293 viab: -21.1%[87.6 µM]; FLuc inh: 4.0%[172 µM]

What do the screens show for `OC[C@@H](O)[C@H](O)[C@H](O)[C@@H](O)CO`?
IP6K1 inh: 10.6&-1.5; SNCA expr inhib: -3.8%&-13.3%[25.6 µM]; GPT2 inhibitor: -2.9%&-6.6%; HEK293 viab: -24.1%&4.6%[23.9 µM]

How did CN1c2cc(C(=O)Nc3cccc(OC(F)(F)F)c3)ccc2C(=O)N2CCCCCC21 (centres undefined) do in these assays?
IP6K1 inh: -11.4; SNCA expr inhib: inconclusive; GPT2 inhibitor: inactive; HEK cytotox: inconclusive; 3T3 cytotox: -14.3%; HEK293 viab: -0.9%[12.5 µM]; FLuc inh: -11.8%

Results for CCNC(=O)c1cccnc1OC1CCN(C(=O)c2cccc(OC)c2)C1 (centres undefined) ?
IP6K1 inh: 7.9; SNCA expr inhib: -10.1%; GPT2 inhibitor: inactive; HEK cytotox: 2.1%; 3T3 cytotox: 1.5%; HEK293 viab: 2.2%; FLuc inh: 0.0%

How did CCCCCC(=O)Nc1nc2c(s1)C[C@@H]1[C@](C)(CO)[C@H](O)CC[C@@]1(C)[C@@H]2CC(=O)NC1CCCC1 do in these assays?
IP6K1 inh: 0.2; SNCA expr inhib: 1.8%; GPT2 inhibitor: -13.2%; HEK cytotox: -18.1%; 3T3 cytotox: inconclusive; HEK293 viab: -12.4%; FLuc inh: 1.0%

What do the screens show for `Cc1cc(C)n(-c2cccc(CN(C)C(=O)C3CCC(=O)N(C4CCCC4)C3)c2)n1` (centres undefined)?
IP6K1 inh: 8.6; SNCA expr inhib: 12.0%; GPT2 inhibitor: 0.1%; HEK cytotox: inconclusive; 3T3 cytotox: inconclusive; HEK293 viab: 3.6%; FLuc inh: -0.4%

How did COc1ccc(CCNC(=O)c2ccc(-c3ccc(OC)nn3)cc2Cl)cc1 do in these assays?
IP6K1 inh: -11.3; HEK cytotox: -20.7%; 3T3 cytotox: -32.3%

What do the screens show for `Cc1ccc(Nc2cc(C)c(C#N)c3nc4ccccc4n23)cc1Cl`?
IP6K1 inh: -10.8; SNCA expr inhib: 5.4%; HEK293 viab: 4.5%

What do the screens show for `COc1ccc(NC(=O)Cn2cnc3ccc(S(=O)(=O)N4CCC(C)CC4)cc3c2=O)cc1OC`?
IP6K1 inh: 36.7; SNCA expr inhib: 17.8%; HEK293 viab: -7.8%

What do the screens show for `O=c1n(CC2CC2)nc2n1CCC(NS(=O)(=O)c1cccs1)CC2` (centres undefined)?
IP6K1 inh: -5.9; SNCA expr inhib: -7.2%; GPT2 inhibitor: inactive; HEK cytotox: -11.7%; 3T3 cytotox: -11.9%; HEK293 viab: 4.9%; FLuc inh: -11.9%

How did O=C(NC[C@H]1COCc2nc3cccnc3n21)c1ccc(Cl)cc1 do in these assays?
IP6K1 inh: -6.0; SNCA expr inhib: inconclusive; GPT2 inhibitor: 3.1%[88.5 µM]; HEK cytotox: 2.4%[172 µM]; 3T3 cytotox: inactive; HEK293 viab: 0.5%[87.6 µM]; FLuc inh: -5.8%[172 µM]

Results for Cc1nn(Cc2ccccc2)c(C)c1[C@@H]1C=C[C@@H](NC(=O)c2ccc3c(c2)OCO3)C1 ?
IP6K1 inh: 13.4; SNCA expr inhib: -2.1%[87.6 µM]; GPT2 inhibitor: -28.8%[88.5 µM]; HEK cytotox: 28.2µM*; 3T3 cytotox: inconclusive; HEK293 viab: -21.9%[87.6 µM]; FLuc inh: -9.6%[172 µM]

How did Cc1cc(Cl)ccc1-n1nc(C)c([C@@H]2C=C[C@@H](NC(=O)CCCC(=O)O)C2)c1C do in these assays?
IP6K1 inh: 2.7; SNCA expr inhib: -11.8%[87.6 µM]; GPT2 inhibitor: -10.3%[88.5 µM]; HEK cytotox: 0.4%[172 µM]; 3T3 cytotox: -6.8%[174 µM]; HEK293 viab: -6.1%[87.6 µM]; FLuc inh: inconclusive

2 compounds picked at random from the list so far, as already listed:
Results for Cc1nn(Cc2ccccc2)c(C)c1[C@@H]1C=C[C@@H](NC(=O)c2ccc3c(c2)OCO3)C1 ?
IP6K1 inh: 13.4; SNCA expr inhib: -2.1%[87.6 µM]; GPT2 inhibitor: -28.8%[88.5 µM]; HEK cytotox: 28.2µM*; 3T3 cytotox: inconclusive; HEK293 viab: -21.9%[87.6 µM]; FLuc inh: -9.6%[172 µM]

What do the screens show for `O=c1n(CC2CC2)nc2n1CCC(NS(=O)(=O)c1cccs1)CC2` (centres undefined)?
IP6K1 inh: -5.9; SNCA expr inhib: -7.2%; GPT2 inhibitor: inactive; HEK cytotox: -11.7%; 3T3 cytotox: -11.9%; HEK293 viab: 4.9%; FLuc inh: -11.9%

Going on with the list:
How did CCOC(=O)c1cccc(NC(=O)C2=CC(C)(C)Oc3ccc(OC)cc32)c1 do in these assays?
IP6K1 inh: -7.3; HEK cytotox: 25.1µM*; 3T3 cytotox: 28.2µM*

Results for Cn1cnc(S(=O)(=O)N2CC(c3nc(-c4ccncc4)no3)C2)c1 ?
IP6K1 inh: 1.6; SNCA expr inhib: 4.9%; GPT2 inhibitor: -6.7%; HEK cytotox: 13.5%; 3T3 cytotox: inactive; HEK293 viab: 4.4%; FLuc inh: 0.0%

What do the screens show for `CC(=O)c1cccc(NC(=O)CCS(=O)(=O)c2cc(Br)cc3c2N(C(=O)C2CC2)CC3)c1`?
IP6K1 inh: -5.0; SNCA expr inhib: inconclusive; HEK293 viab: -10.8%

How did CCCS(=O)(=O)N1CCC(c2noc(COc3ccc(C)cc3)n2)CC1 do in these assays?
IP6K1 inh: -5.0; SNCA expr inhib: -7.7%; GPT2 inhibitor: inactive; HEK cytotox: inconclusive; 3T3 cytotox: -14.5%; HEK293 viab: 3.0%; FLuc inh: 8.7%

Results for COc1ccc(-n2ncc(C(=O)NCc3ccccc3)c2C2CCN(C(=O)OC(C)(C)C)CC2)cc1 ?
IP6K1 inh: -4.3; SNCA expr inhib: 16.0%; HEK293 viab: -20.2%

What do the screens show for `CC1=C(C(=O)OCC2CCCCC2)C(c2c(F)cccc2Cl)CC(=O)N1` (centres undefined)?
IP6K1 inh: 6.8; SNCA expr inhib: -2.6%; HEK293 viab: 7.8%

What do the screens show for `COc1cc2c(cc1OC)C(CNC(=O)Cc1ccccc1)N(C(=O)Nc1ccccc1F)CC2` (centres undefined)?
IP6K1 inh: -0.4; SNCA expr inhib: 27.5%; GPT2 inhibitor: -8.0%; HEK cytotox: -21.4%; 3T3 cytotox: -12.5%; HEK293 viab: -29.7%; FLuc inh: 7.1%

Results for COc1ccc(OC)c(CNS(=O)(=O)c2ccc3[nH]c4c(c3c2)CCCCC4)c1 ?
IP6K1 inh: 1.6; SNCA expr inhib: -26.9%; HEK293 viab: -1.3%

Results for COc1cccc(OCCCCn2c(-c3ccc(Cl)cc3)nc3ccccc3c2=O)c1 ?
IP6K1 inh: -1.1; SNCA expr inhib: 22.8%; HEK293 viab: -2.1%

Results for Cc1ccc(C2=NC3(CCN(C(=O)c4n[nH]c5c4CCCC5)CC3)ON2)cc1 ?
IP6K1 inh: -2.2; SNCA expr inhib: 155.7%[activator]; GPT2 inhibitor: inactive; HEK cytotox: inconclusive; 3T3 cytotox: -17.6%; HEK293 viab: -3.7%; FLuc inh: inconclusive

Bioassay records: PubChem, National Center for Advancing Translational Sciences (NCATS)
